Rad51 HR inh = human RAD51 strand exchange inhibitors, primary screen, biochemical, fluorescence. inhibition, % at 10 µM. hRad51 DNA strand exchange, fluorescence dequenching. AID 1385, 2008. 200,000 tested, 0.085% active. DNA repair protein RAD51 homolog 1 (Homo sapiens), Q06609;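 active means inhibition above 40% at the single screening dose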;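 further: 0% = DMSO control wells and 100% = blanks with heterologous ssDNA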
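Assay system: Human Rad51 nucleoprotein filaments preassembled on unlabelled ssDNA | Reagent: Donor/quencher-labelled 47-bp dsDNA substrate | Doses: One concentration, 10 µM final | Times: 37 °C 15-min filament assembly, 30-min compound preincubation, 15-min exchange | Technique: Fluorescein emission 520 nm, excitation 485 nm | Benchmarks: Plate control and blank wells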
FXIIa inh = human FXIIa protease inhibitors, primary screen, biochemical, 1536-well; Coagulation factor XII (Homo sapiens), P00748; purified FXIIa, Boc-QGR-AMC fluorogenic substrate, 2 h; inhibition, % at 5 µM; 220,000 tested, 0.3% active; in the data active means inhibition above about 40%;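 further: 0% = enzyme with no compound and 100% = blank without enzyme; many of its hits are not listed in these tables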
p97 ATPase inh = inhibitors of human p97 ATPase, primary screen, biochemical; inhibition, % at 8 µM; recombinant p97 ATPase, Kinase-Glo ATP luminescence, 3 h; Transitional endoplasmic reticulum ATPase (Homo sapiens), P55072; 220,000 tested, 0.42% active; AID 1481, 2009; in the data active means inhibition above about 15%;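 further: 0% = DMSO vehicle and 100% = wells lacking enzyme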
Mdm2 ligase inh = MDM2-luciferase reporter signal enhancers, primary screen, MDM2 E3 ligase inhibitor project, cell-based, luminescence, 1536-well. signal enhancement, % at 5 µM. 210,000 tested, 0.11% active. cell-based MDM2 ubiquitination luciferase reporter, 2 h; 0 = plate control, 100 = twice control, blank-subtracted. E3 ubiquitin-protein ligase Mdm2 (Homo sapiens), Q00987. AID 1230, 2008;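 active means signal enhancement of 30% or more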;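 further: luminescence tracks abundance of the self-degrading MDM2-luciferase fusion protein; higher signal means inhibition of MDM2 E3 ligase activity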
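Test system: stable mammalian line carrying autodegrading MDM2–luciferase fusion reporter; quantity: 2000 cells in each well; times: 4 h cell settling then 2 h compound exposure, 37 °C; detection: luminescence with SteadyLite reagent, 15 min at room temperature; evaluation: percent signal gain over controls, blank-subtracted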
KLK5 inh = human KLK5 protease inhibitors, primary screen, biochemical, 1536-well; recombinant hK5, fluorogenic AMC substrate cleavage; AID 873, 2007; inhibition, % at 5 µM; 210,000 tested, 0.59% active;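 active means inhibition of 40% or more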;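 further: 0% = enzyme controls without compound and 100% = no-enzyme blanks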
14-3-3 Bad PPI = inhibitors of 14-3-3 zeta/Bad binding, primary screen, biochemical, TR-FRET, bovine 14-3-3 zeta | TR-FRET 14-3-3zeta/Dy647-pBad peptide displacement, 1 h | 220,000 tested, 0.71% active | inhibition, % at 21.7 µM | AID 781, 2007;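 active means inhibition above about 70%, limit read from the data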;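 further: 0% = full 14-3-3 plus peptide FRET controls and 100% = background without 14-3-3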
eIF4E 4G PPI = eIF4E–eIF4G protein interaction inhibitors, primary screen, biochemical, uHTS, TR-FRET, eIF4GI fragment. TR-FRET eIF4E-eIF4GI(517-606) binding, 2 h. inhibition, % at 21.7 µM. 220,000 tested, 0.37% active;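 active means inhibition above about 30%, limit read from the data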;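 further: 0% = full FRET control wells and 100% = background wells lacking eIF4GI fragment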
Target sequence (P63073 whole entry, looked up, the tested form may be a part): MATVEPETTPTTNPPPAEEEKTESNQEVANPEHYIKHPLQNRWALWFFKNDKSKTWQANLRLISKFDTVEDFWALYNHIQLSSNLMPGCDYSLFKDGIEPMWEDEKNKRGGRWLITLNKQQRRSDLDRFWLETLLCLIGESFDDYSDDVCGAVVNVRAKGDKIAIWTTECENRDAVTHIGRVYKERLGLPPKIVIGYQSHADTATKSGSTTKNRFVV
Target sequence (Q04637 whole entry, looked up, the tested form may be a part): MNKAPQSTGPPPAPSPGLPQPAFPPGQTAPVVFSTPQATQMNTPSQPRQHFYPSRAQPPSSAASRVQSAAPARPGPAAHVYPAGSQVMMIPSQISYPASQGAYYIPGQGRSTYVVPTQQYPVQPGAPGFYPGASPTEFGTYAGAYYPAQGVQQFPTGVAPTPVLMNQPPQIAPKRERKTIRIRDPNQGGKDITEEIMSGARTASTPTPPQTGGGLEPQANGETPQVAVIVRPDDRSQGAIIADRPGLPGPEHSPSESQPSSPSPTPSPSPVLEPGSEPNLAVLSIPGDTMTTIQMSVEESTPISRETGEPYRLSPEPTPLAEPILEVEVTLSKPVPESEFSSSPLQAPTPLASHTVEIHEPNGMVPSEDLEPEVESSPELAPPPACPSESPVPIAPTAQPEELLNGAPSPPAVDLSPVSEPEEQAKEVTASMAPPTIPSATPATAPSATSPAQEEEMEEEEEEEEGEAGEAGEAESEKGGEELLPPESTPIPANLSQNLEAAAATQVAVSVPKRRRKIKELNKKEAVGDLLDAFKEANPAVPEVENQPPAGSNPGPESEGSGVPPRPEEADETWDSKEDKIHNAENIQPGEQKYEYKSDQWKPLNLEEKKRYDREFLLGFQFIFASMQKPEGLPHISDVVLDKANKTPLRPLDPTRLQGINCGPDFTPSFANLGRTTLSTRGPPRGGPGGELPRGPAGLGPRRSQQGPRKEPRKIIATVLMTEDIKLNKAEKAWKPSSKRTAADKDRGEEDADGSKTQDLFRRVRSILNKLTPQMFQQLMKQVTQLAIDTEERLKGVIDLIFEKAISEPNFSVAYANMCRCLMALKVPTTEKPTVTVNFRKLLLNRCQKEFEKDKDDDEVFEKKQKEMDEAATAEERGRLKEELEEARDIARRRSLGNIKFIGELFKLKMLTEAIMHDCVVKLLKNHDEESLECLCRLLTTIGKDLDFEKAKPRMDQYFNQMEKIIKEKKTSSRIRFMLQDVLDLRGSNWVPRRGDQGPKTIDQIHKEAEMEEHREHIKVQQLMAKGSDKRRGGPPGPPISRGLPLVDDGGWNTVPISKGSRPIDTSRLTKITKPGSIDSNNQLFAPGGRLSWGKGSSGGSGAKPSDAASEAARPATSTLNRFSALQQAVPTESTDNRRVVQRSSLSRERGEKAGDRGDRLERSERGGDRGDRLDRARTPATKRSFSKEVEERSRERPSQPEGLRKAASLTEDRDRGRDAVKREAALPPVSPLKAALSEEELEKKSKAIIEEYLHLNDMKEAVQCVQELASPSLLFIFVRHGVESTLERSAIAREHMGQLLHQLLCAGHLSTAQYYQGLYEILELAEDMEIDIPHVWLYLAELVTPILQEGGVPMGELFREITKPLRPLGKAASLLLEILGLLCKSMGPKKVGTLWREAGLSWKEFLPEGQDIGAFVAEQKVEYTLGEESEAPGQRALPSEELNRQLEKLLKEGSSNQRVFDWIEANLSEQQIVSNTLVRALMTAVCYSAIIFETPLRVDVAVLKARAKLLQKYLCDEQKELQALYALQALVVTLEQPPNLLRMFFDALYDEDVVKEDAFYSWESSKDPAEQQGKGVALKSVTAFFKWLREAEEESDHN
Wee1 degr inh = Wee1 degradation inhibitors, primary screen, cell-based, HeLa, Wee1K328M-luciferase, luminescence; Wee1-like protein kinase (Homo sapiens), P30291; HeLa Luc-Wee1K328M stability; 100% = proteasome inhibitor MG132 effect; reporter increase, % at 5 µM; 220,000 tested, 1.2% active; AID 1321, 2008;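 active means activation above the mean of all tested compounds plus 3 SD, set per screening run, cut at about 8.8% in these data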;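 further: cells exposed to compound for 20 h before luminescence read; 0% = DMSO alone and 100% = MG132 at 30 µM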
FXIa inh = human FXIa protease inhibitors, primary screen, biochemical, 1536-well; purified FXIa, Boc-Glu-Ala-Arg-AMC fluorogenic substrate; inhibition, % at 5 µM; 220,000 tested, 0.14% active;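 active means inhibition of at least 40%; inactive means inhibition below 40%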;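 further: fluorescence of freed AMC excited at 355 nm; 0% = enzyme without compound and 100% = no enzyme blank; many of its hits are not listed in these tables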
Starred values were filed as active, the others as inactive; · = no result given; [ ] = remark or other dose.

The line under a structure holds: Rad51 HR inh | FXIIa inh | p97 ATPase inh | Mdm2 ligase inh | KLK5 inh | 14-3-3 Bad PPI | eIF4E 4G PPI | Wee1 degr inh | FXIa inh
1. CCOC(=O)CNC(=O)c1ccc2[nH]c3c(c2c1)CCCC3
→ 0 | 10 | 2 | -10 | -17 | -12[fluorescence artefact?] | -1[fluorescence artefact?] | -1 | -9
2. Cc1cc(C)nc(N(C#N)CCOc2ccccc2)n1
→ -4 | 9 | 0 | -9 | -22 | -2 | 7[fluorescence artefact?] | 1 | 6
3. Oc1ccc(Cl)cc1C1=NNC(c2cc(Br)cc3c2OCOC3)C1 (stereo not drawn)
→ -17 | 8 | 6 | -7 | 1 | -19 | -2 | 2 | -1
4. Cc1nn(Cc2ccccc2Cl)c2sc(C(=O)Nc3ccccc3N3CCOCC3)cc12
→ 9 | 6 | 2 | 2 | -17 | -20 | 0 | -3 | 4
5. Cc1cccc(NC(=S)NC2CC3CCC(C2)N3Cc2ccco2)c1C (stereo not drawn)
→ -6 | 4 | -7 | -8 | 21 | -8 | 1 | -1 | 2
6. Cc1cc(C(=O)OCc2nc3ccccc3s2)c(C)o1
→ · | -3 | 0 | -5 | -2 | 9[fluorescence artefact?] | -3 | -2 | -4
7. COc1ccc(C)cc1NC(=O)c1[nH]c(C)c(C(C)=O)c1C
→ 0 | 2 | -4 | -19 | -11 | -12 | 0 | 0 | -10
8. COc1ccc(S(=O)(=O)Nc2cccc(N(C)S(C)(=O)=O)c2)cc1Br
→ -6 | 6 | 6 | -16 | -10 | 3[fluorescence artefact?] | -6 | -4 | 2
9. Clc1cccc(-c2nc(NCCCN3CCOCC3)c3ccccc3n2)c1
→ · | 7 | -1 | · | · | -3 | 1 | 3 | 0
10. O=C(N1CCOCC1)N1CCN(c2ccccc2)CC1
→ -2 | -12 | 1 | 3 | 0 | -16 | 6 | 0 | -7

Continued:
The line under a structure holds: Rad51 HR inh | FXIIa inh | p97 ATPase inh | Mdm2 ligase inh | KLK5 inh | 14-3-3 Bad PPI | eIF4E 4G PPI | Wee1 degr inh | FXIa inh
11. CCC(=O)N1CCN(c2ccc(NC(=O)COc3ccccc3Cl)cc2)CC1
→ 6 | 12 | -3 | -25 | -22 | -5[fluorescence artefact?] | -6[fluorescence artefact?] | -1 | -7
12. Cc1cc2oc(=O)cc(CN3CCN(Cc4ccccc4)CC3)c2cc1Cl
→ 8 | 5 | -5 | -13 | 2 | 67[fluorescence artefact?] | 19 | 7 | -2
13. CCCc1nc2ccccc2n1CCOC
→ -2 | 20 | 0 | 19 | 9 | -8 | -7 | -2 | 9
14. Cc1ccccc1CSCC(=O)Nc1c(C)n(C)n(-c2ccccc2)c1=O
→ -4 | 10 | -4 | -3 | 27 | 12[fluorescence artefact?] | 3 | 1 | 14
15. N/C(=N\OC(=O)CCc1ccccc1)c1ccc(Cl)cc1
→ 2 | 11 | 1 | -1 | 2 | -8 | 2 | -3 | -1
16. O=C(Nc1ccccc1)NC1CCCc2ccccc21 (stereo not drawn)
→ 11 | · | -1 | -5 | 3 | -6 | 0 | 1 | -1
17. Cc1ccc2[nH]c3c(c2c1)CN(C(=O)CN1CCN(c2ccccn2)CC1)CC3
→ 3 | 0 | 11 | -10 | -18 | 12 | 5 | 7 | -3
18. O=C(CSc1nnc(Cc2ccccc2)o1)NCCc1ccccc1
→ -4 | 13 | 1 | 5 | -3 | 5 | 0 | 0 | -1
19. Cn1cccc1CC(=O)NNC(=S)NC(=O)c1ccc(F)cc1
→ -22 | 0 | 12 | 0 | -26 | -9 | -1 | -4 | -1
20. C#CCOCCOCCOCCNc1nc(N2CCN(C(=O)[C@H]([C@@H](C)CC)n3cc([C@@H](N)Cc4ccc(O)cc4)nn3)CC2)nc(N2CCN(C(=O)[C@H](CCCCN)n3cc([C@@H](N)CC(C)C)nn3)CC2)n1
→ · | 10 | 10 | · | 4 | 8 | -2 | 4 | 0

Later entries
The line under a structure holds: Rad51 HR inh | FXIIa inh | p97 ATPase inh | Mdm2 ligase inh | KLK5 inh | 14-3-3 Bad PPI | eIF4E 4G PPI | Wee1 degr inh | FXIa inh
21. CCC(=O)N1CCN(c2ccnc3cc(Cl)ccc23)CC1
→ -7 | 7 | -1 | -5 | 0 | 3 | -8 | 0 | -2
22. Cc1ccc(NC(=S)NCC2CCN(C(C)c3ccccc3)C2)cc1C (stereo not drawn)
→ · | 5 | -5 | -4 | · | -7 | 0 | -1 | -3
23. Cc1ccccc1SCCNC(=O)CCc1ccccc1
→ -9 | -2 | -8 | -33 | -3 | 5 | -6 | 2 | 6
24. CCC(NC(=O)C1CCC1)c1ccc(C)cc1 (stereo not drawn)
→ -4 | 0 | 3 | -3 | -14 | -9 | -2 | 2 | -10
25. O=C(NNC1=C(C(=O)C(F)(F)F)CCC1)c1ccncc1
→ -13 | 11 | 2 | -8 | -40 | -18 | -2 | -1 | 0
26. CN(CC(=O)Nc1ccc(N2CCOCC2)cc1)Cc1c(O)ccc2ccccc12
→ 5 | 7 | 0 | -3 | -10 | -4 | 4 | 3 | -2
27. COc1ccc(C(=O)N=c2sc3ccccc3n2C)cc1
→ -7 | 9 | -1 | -20 | 7 | -1 | 1 | 3 | 6
28. COc1ccc(-c2noc(CCC(=O)N(C)c3cccc(C)c3)n2)cc1
→ 17 | 12 | -5 | -30 | -11 | -9 | -1 | 3 | 4
29. CN1CCN(CCNC(=O)Nc2ccc([N+](=O)[O-])cc2)CC1
→ 3 | 0 | 1 | -2 | -2 | -6 | 3 | 1 | -4

Part of the list above in a different format.
item	Rad51 HR inh	FXIIa inh	p97 ATPase inh	Mdm2 ligase inh	KLK5 inh	14-3-3 Bad PPI	eIF4E 4G PPI	Wee1 degr inh	FXIa inh	SMILES
21	-7	7	-1	-5	0	3	-8	0	-2	CCC(=O)N1CCN(c2ccnc3cc(Cl)ccc23)CC1
27	-7	9	-1	-20	7	-1	1	3	6	COc1ccc(C(=O)N=c2sc3ccccc3n2C)cc1

13 of these compounds, reformatted.
#15 N/C(=N\OC(=O)CCc1ccccc1)c1ccc(Cl)cc1
#16 O=C(Nc1ccccc1)NC1CCCc2ccccc21 (stereo not drawn)
#17 Cc1ccc2[nH]c3c(c2c1)CN(C(=O)CN1CCN(c2ccccn2)CC1)CC3
#18 O=C(CSc1nnc(Cc2ccccc2)o1)NCCc1ccccc1
#19 Cn1cccc1CC(=O)NNC(=S)NC(=O)c1ccc(F)cc1
#20 C#CCOCCOCCOCCNc1nc(N2CCN(C(=O)[C@H]([C@@H](C)CC)n3cc([C@@H](N)Cc4ccc(O)cc4)nn3)CC2)nc(N2CCN(C(=O)[C@H](CCCCN)n3cc([C@@H](N)CC(C)C)nn3)CC2)n1
#21 CCC(=O)N1CCN(c2ccnc3cc(Cl)ccc23)CC1
#22 Cc1ccc(NC(=S)NCC2CCN(C(C)c3ccccc3)C2)cc1C (stereo not drawn)
#23 Cc1ccccc1SCCNC(=O)CCc1ccccc1
#24 CCC(NC(=O)C1CCC1)c1ccc(C)cc1 (stereo not drawn)
screen / no.	15	16	17	18	19	20	21	22	23	24
Rad51 HR inh	2	11	3	-4	-22	·	-7	·	-9	-4
FXIIa inh	11	·	0	13	0	10	7	5	-2	0
p97 ATPase inh	1	-1	11	1	12	10	-1	-5	-8	3
Mdm2 ligase inh	-1	-5	-10	5	0	·	-5	-4	-33	-3
KLK5 inh	2	3	-18	-3	-26	4	0	·	-3	-14
14-3-3 Bad PPI	-8	-6	12	5	-9	8	3	-7	5	-9
eIF4E 4G PPI	2	0	5	0	-1	-2	-8	0	-6	-2
Wee1 degr inh	-3	1	7	0	-4	4	0	-1	2	2
FXIa inh	-1	-1	-3	-1	-1	0	-2	-3	6	-10

#25 O=C(NNC1=C(C(=O)C(F)(F)F)CCC1)c1ccncc1
#26 CN(CC(=O)Nc1ccc(N2CCOCC2)cc1)Cc1c(O)ccc2ccccc12
#27 COc1ccc(C(=O)N=c2sc3ccccc3n2C)cc1
screen / no.	25	26	27
Rad51 HR inh	-13	5	-7
FXIIa inh	11	7	9
p97 ATPase inh	2	0	-1
Mdm2 ligase inh	-8	-3	-20
KLK5 inh	-40	-10	7
14-3-3 Bad PPI	-18	-4	-1
eIF4E 4G PPI	-2	4	1
Wee1 degr inh	-1	3	3
FXIa inh	0	-2	6

From PubChem BioAssay
